# High-throughput results (PubChem BioAssay)
# MT1-MMP txn act – MT1-MMP promoter transcription activation | HT1080 MT1-MMP promoter luciferase reporter, luminescence, overnight; stronger effect = higher value | activation factor at 10 µM | actives 0.16% (n = 86,000) | AID 750;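 active = activation factor of at least 2 for MT1-MMP transcription at 10 µM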
# LYP inh 2 – LYP (human) phosphatase inhibition; actives 0.21% (n = 96,000); inhibition, % at 2 µM; recombinant LYP catalytic domain, DiFMUP fluorescence; Q9Y2R2; AID 640;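 active = inhibition at 2 µM at or above a set limit, the screen mean plus 3 SD, cut at about 24% in these data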;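 also: 0% = DMSO with enzyme and 100% = enzyme fully blocked by orthovanadate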
# Target sequence (Q9Y2R2 whole entry, looked up, the tested form may be a part): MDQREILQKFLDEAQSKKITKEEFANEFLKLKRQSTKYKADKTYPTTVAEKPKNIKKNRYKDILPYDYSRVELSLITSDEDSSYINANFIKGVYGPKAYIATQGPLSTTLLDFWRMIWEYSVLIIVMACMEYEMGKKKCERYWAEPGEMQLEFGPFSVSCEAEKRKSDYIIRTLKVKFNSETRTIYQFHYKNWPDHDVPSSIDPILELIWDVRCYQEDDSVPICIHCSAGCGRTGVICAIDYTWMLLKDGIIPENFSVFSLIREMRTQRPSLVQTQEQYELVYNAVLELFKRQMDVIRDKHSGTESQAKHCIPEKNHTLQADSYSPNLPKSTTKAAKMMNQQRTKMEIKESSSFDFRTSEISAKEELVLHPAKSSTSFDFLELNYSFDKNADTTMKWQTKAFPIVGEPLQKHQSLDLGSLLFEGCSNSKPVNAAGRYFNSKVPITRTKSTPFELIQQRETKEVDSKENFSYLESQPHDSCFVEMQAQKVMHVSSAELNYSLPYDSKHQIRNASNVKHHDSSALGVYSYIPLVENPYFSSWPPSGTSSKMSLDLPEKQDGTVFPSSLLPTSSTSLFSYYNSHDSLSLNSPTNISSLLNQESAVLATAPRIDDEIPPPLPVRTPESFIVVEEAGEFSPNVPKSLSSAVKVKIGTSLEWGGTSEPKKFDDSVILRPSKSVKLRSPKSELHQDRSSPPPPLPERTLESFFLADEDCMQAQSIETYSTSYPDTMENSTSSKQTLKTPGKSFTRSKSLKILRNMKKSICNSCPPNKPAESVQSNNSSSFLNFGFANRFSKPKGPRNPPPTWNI
# F-actin modifier – cytoskeleton assembly modification. HUVEC TNFa F-actin phalloidin imaging, high content. inhibition, % at 2 µM. actives 0.18% (n = 91,000). AID 836;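 active = inhibition above the batch mean plus 3 SD and confirmed as a hit by visual image inspection, cut at about 30% in these data, passing the limit was not always enough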; also: strong numbers were not always called active
# HUVEC tox IL1B – HUVEC cytotoxicity counter-screen, IL-1B stimulated | cell count reduction, % at 2 µM | HUVEC cell count loss, Hoechst imaging | actives 0.41% (n = 94,000) | AID 845;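 active = cell count reduction more than 3 SD above the screen-wide mean, cut at about 70% in these data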;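 also: normalized per plate to untreated control cells as the no-loss baseline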
# HUVEC tox TNFa – toxic to HUVEC cells under TNF alpha stimulation | HUVEC TNFalpha-stimulated, Hoechst cell count, imaging | cell count reduction, % at 2 µM | actives 0.17% (n = 93,000) | AID 848;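 active = cell count reduction exceeding the screen mean by over 5 SD, scaled to untreated wells per plate, cut at about 78% in these data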;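 also: cells counted after 24 h of TNF alpha exposure following the 1 h pretreatment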
# Smad3 inh – inhibitors of human Smad3 transcription factor binding | TR-FRET Smad3/Dy647-FoxH1 peptide binding, europium anti-His | actives 0.29% (n = 88,000) | inhibition, % at 25 µM;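 active = compounds that reduce the energy-transfer binding signal between the protein and its labelled peptide by more than half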;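 also: 0% = Smad3 plus labelled peptide maximal FRET and 100% = peptide-only background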
# VCAM1 TNFa inh – reduces TNF alpha induced VCAM1 expression in HUVEC. inhibition, % at 2 µM. AID 802. actives 0.48% (n = 95,000). HUVEC TNFa-induced VCAM-1 immunofluorescence, high-content imaging;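 active = inhibition above the batch mean plus 3 SD, with images confirmed as a hit by eye, cut at about 37% in these data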;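 also: 0% = TNF-stimulated DMSO wells and 100% = unstimulated control wells; not every result past the cut was called active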
# Calb biofilm kill – kills Candida albicans biofilms; C. albicans biofilm + clotrimazole, Alamar Blue; inhibition, % at 6 µM; actives 0.14% (n = 85,000); AID 834;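 active = inhibition above 20%; inactive = inhibition below 20%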;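 also: preformed 24 hr biofilms exposed to compound for 48 hr; 0% = biofilm without compound and 100% = blank killed by clotrimazole plus chlorhexidine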
# hDAT+cocaine – human DAT dopamine uptake with cocaine, either direction; LLC-PK1 hDAT cells, [14C]-dopamine uptake with cocaine IC80; actives deviate in either direction; B-score at 10 µM; actives 1.3% (n = 110,000); AID 449768;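 active = Z score or B-score, a plate-position-corrected score, falls beyond the plate's 99.7% confidence bounds, in either direction; inactive = both scores lie inside the 99.7% bounds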;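 also: scored against the spread of the other compound wells on the same plate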
# Active calls of the source: *; / = no result given; [ ] = dose if it differs, or a comment. The list is partial. The share of hits here may be higher or lower than overall.
SMILES,MT1-MMP txn act,LYP inh 2,F-actin modifier,HUVEC tox IL1B,HUVEC tox TNFa,Smad3 inh,VCAM1 TNFa inh,Calb biofilm kill,hDAT+cocaine
CC(OC(=O)c1cccs1)C(=O)NCc1ccccc1 (stereo unspecified),0.9,5,19,-21,-35,8,-42,6,0.47
COc1ccc(Cl)cc1S(=O)(=O)Nc1cccc(C(=O)O)c1,1.2,0,-12,-14,-3,-1,-10,6,-0.94
CS(=O)(=O)NCCCNc1c(Cl)cccc1[N+](=O)[O-],1.1,12,-8,17,10,4,13,-2,-0.82
CC1(C)CC(N(Cc2ccco2)C(=O)Cc2ccccc2)CCO1 (stereo unspecified),1.2,-1,15,-21,-30,-5,-5,1,-0.58
O=C(CSc1nncs1)N1c2ccccc2Sc2ccccc21,1.1,/,/,/,/,-2,/,8,-0.67
COc1cc2c(cc1OC)C1Cc3ccc(OC)c(OC)c3CN1CC2 (stereo unspecified),1.2,2,-11,5,-20,1,-5,-2,-0.062
COc1ccc(NC(=O)NCCCN2CCCC2=O)cc1,1.1,/,/,/,/,1,/,11,-0.016
O=C(Nc1ccc2nc(SCc3ccc(Cl)cc3)sc2c1)c1ccccc1C(=O)N1CCOCC1,/,0,-19,15,18,/,26,/,-7.1*
CCOC(=O)c1[nH]c(C)c(C(=O)NCCN2CCOCC2)c1C,1.1,/,/,/,/,4,/,4,-1.1
CCC(=O)c1ccccc1OCCCN1C(=O)NC(C)(C)C1=O,1.1,-22,1,0,-7,6,3,9,-0.22
Cc1cc(C)c(C(=O)COC(=O)[C@H](C)Nc2ccc(C(F)(F)F)cc2[N+](=O)[O-])c(C)c1,/,-3,-12,-15,-21,/,7,/,0.26
C#CC(C)(CC)NC(=O)Cn1nnc(-c2ccc(S(C)(=O)=O)cc2)n1 (stereo unspecified),1,5,-4,-44,-2,5,-2,4,0.18
O=C(NNc1ccc([N+](=O)[O-])cc1)C1CC2CCCC(C1)C2=O (stereo unspecified),/,-8,4,3,/,/,9,/,0.81
COc1ccc(C(=O)Nc2nc(-c3cccs3)c(NC(C)=O)s2)cc1,1.1,-7,11,9,-5,2,22,-4,-1.5
Cn1nc(-c2ccc(Cl)cc2)c2cc(C(=O)NCCCN3CCCC3)sc21,1.4,-7,-6,-6,-38,-5,23,-7,1.6
Cn1c(=O)n(-c2cccc(Cl)c2)c(=O)n1C,1.1,2,-6,8,-19,10,30,6,0.21
COc1cccc(-c2cc(C(=O)N3CCCc4ccccc43)no2)c1,1.3,-6,-8,-16,-2,/,-14,/,0.94
CCOCCCNC(=O)C(NC(=O)c1cnccn1)c1ccc(C)cc1 (stereo unspecified),1.1,2,-2,-5,-6,-21,-6,5,0.039
CN(Cc1ccccc1)C(=O)CCNC(=O)Cn1cnc2ccccc2c1=O,1.2,5,2,2,-18,-14,3,0,-0.0086
CC(C)CCn1c(CN2CCN(Cc3ccccc3)CC2)nc2c1c(=O)n(C)c(=O)n2C,1,-16,-9,-2,-22,-2,4,10,1.3
CC(=O)Nc1ccccc1-c1nc2ccccc2nc1OCC(=O)c1ccc2ccccc2c1,/,11,4,-47,-8,/,4,/,-0.69
Cc1nn(C)c(Cl)c1NC(=O)OCc1ccc(F)cc1,/,14,8,-3,-13,/,2,/,0.14
O=C(NCC1CCCO1)C1CCN(S(=O)(=O)c2cccc3nonc23)CC1 (stereo unspecified),/,4,-2,11,8,-9,28,4,1
Cc1cccc(-c2nc(CS(=O)CC(=O)NCCCSC3CCCCC3)c(C)o2)c1 (stereo unspecified),1.1,8,-56,-14,-10,-3,-13,9,0.84
CC(=O)NCCc1ccc(S(=O)(=O)Nc2cccnc2)cc1,1,-5,-3,-31,-26,3,7,6,0.69
CCCCc1nc2n[nH]c(N)c2c2c1CSC(C)(C)C2,1.1,4,9,-88,-10,1,14,-2,1.2
COc1c(C)cc(Br)cc1C(=O)Nc1cccc(-c2nc3ncccc3o2)c1,1.1,2,-9,-10,-15,/,-9,/,2
Clc1cccc(Cl)c1/C=N\Nc1nccs1,/,8,-8,-92,15,/,-8,/,1.6
CCC1(CC)NC(=O)N(CC(=O)OCn2nnc3ccccc3c2=O)C1=O,1.2,-3,/,-4,-31,1,16,8,-0.75
COc1ccc(S(=O)(=O)Nc2c(C)n(C)n(-c3ccccc3)c2=O)cc1,1.1,6,8,6,-19,-3[fluorescence artefact?],7,2,-0.23
O=C(Cc1ccc(-n2cccc2)cc1)N1CCc2ccccc21,1.3,7,23,32,-28,-3,0,-2,0.43
CCN(CC)C(=O)C1CCCN(Cc2ccc(OC)c(C)c2C)C1 (stereo unspecified),1.2,/,/,/,/,10[fluorescence artefact?],/,0,-0.61
Nc1nc2ccc(N3CCOCC3)cc2s1,0.8,-3,/,-14,/,-3,/,-1,0.89
CCOc1c(Br)cc(C2NS(=O)(=O)N=C3CCCCCN32)cc1OC (stereo unspecified),1,10,23,-8,-25,7,14,4,0.013
CN(C)/C=C/C(=O)c1cccc(Cl)c1,/,1,-2,-4,-21,/,-3,/,-0.96
Cc1ccc(C)c2[nH]c(=O)c(CN(Cc3nnnn3C3CCCCC3)CC3CCCO3)cc12 (stereo unspecified),1.2,0,7,-8,-14,8,14,11,2.2
CS(=O)(=O)N1CCN(C(=O)Cc2ccccc2)CC1,1.2,-4,-8,-17,-10,-4,11,6,-0.16
CCOc1ccc(N2Nc3n[nH]c(N)c3N2)cc1,1.6,1,-11,26,24,9,7,8,-0.73
CCn1c(C)c(C)c2cc(C(=O)Nc3cccc(Cl)c3)ccc21,/,-2,-36,-31,22,/,6,/,0.53
Cc1cc(C)c2c(n1)nn1c(NCCOCCO)cc(C)nc21,1.2,6,17,-24,-30,4,-5,3,0.071
Nc1cc(S(=O)(=O)C(F)(F)F)ccc1C(=O)O,1.2,3,-6,-12,-24,5,-17,9,0.65
CCOC(=O)C1CCN(C(=O)COC(=O)COc2ccccc2OC)CC1,1.1,3,44,4,-36,-3,8,6,-8.5*
CCOC(=O)c1ccc(NC(=O)CCNS(=O)(=O)c2ccc3c(c2)oc(=O)n3C)cc1,1.2,/,/,/,/,-2[fluorescence artefact?],/,4,0.034
CC1Cc2ccccc2N1C(=O)CN(C)S(=O)(=O)c1cccc2cccnc12 (stereo unspecified),/,-8,7,2,-40,-7,9,-1,0.25
CN1c2ccccc2C(O)=C(C(=O)Nc2ccccc2)S1(=O)=O,/,4,14,-25,-12,/,8,/,0.44
O=C(NC1CCCC1)C(c1cccnc1)N(C(=O)c1csnn1)C1CCCC1 (stereo unspecified),1.4,-5,9,-45,-27,6,-12,10,-0.7
CCOC(=O)Cc1csc(NC(=O)c2c(-c3c(Cl)cccc3Cl)noc2C)n1,1.1,10,13,-10,7,1,-11,-2,1.7
CC1=C(C(=O)Nc2ccccc2Cl)C(c2ccc(N(C)C)cc2)NC(=O)N1 (stereo unspecified),1,-8,9,2,-29,/,13,/,1.3
Cc1ccc(NC(=O)CCNS(=O)(=O)c2ccc3c(c2)oc(=O)n3C)c(C)c1,1,8,-5,-25,6,4,-14,15,-0.38
O=C(c1cccs1)N1CCN(C(=O)C(c2ccccc2)c2ccccc2)CC1,1.1,-8,-6,0,5,5,4,-1,0.42
COc1ccc(-c2nc(-c3cccc(C)c3)nc(Cl)c2C#N)cc1,/,3,-30,-31,-23,/,3,/,-0.036
O=C(O)CCCC(=O)Nc1ccccc1-n1ccnc1,1.1,11,-9,42,-2,5,-6,0,0.45
O=C(COc1ncnc2ccc(Br)cc12)NCc1ccc2c(c1)OCO2,/,1,-2,-19,-24,/,-1,/,-8.9*
CC(SCC(=O)Nc1ccc(S(=O)(=O)N2CCCCC2)cc1)C(=O)O (stereo unspecified),1,6,33,-8,-26,9,-34,6,-0.74
Cc1ccccc1Cc1c(C)nc2c(C(=O)NCc3ccc4c(c3)OCO4)cnn2c1C,1.2,5,8,9,-14,3,-3,3,-0.44
O=C(CSc1ccc(Cl)cc1)N1CCC(c2nc3ccccc3s2)CC1,/,5,28,-10,-9,/,0,/,-0.23
O=S(=O)(N/N=C\C=C\c1ccccc1)c1ccc(Br)cc1,/,-8,-2,-61,-14,/,2,/,-0.77
CCNC(=S)NN=C1CCC(C(C)(C)C)CC1 (stereo unspecified),/,3,-8,7,-3,/,-8,/,/
Cc1ccc(C(=O)OCC(=O)Nc2ccc3c(c2)OCO3)o1,1.2,3,19,-15,-33,-4,0,3,-0.28
N/C(=N\OC(=O)CC1CCCCC1)c1cccnc1,/,12,-8,-2,18,/,8,/,-1.5

# Three records drawn at random from those above, as already listed:
SMILES,MT1-MMP txn act,LYP inh 2,F-actin modifier,HUVEC tox IL1B,HUVEC tox TNFa,Smad3 inh,VCAM1 TNFa inh,Calb biofilm kill,hDAT+cocaine
O=S(=O)(N/N=C\C=C\c1ccccc1)c1ccc(Br)cc1,/,-8,-2,-61,-14,/,2,/,-0.77
O=C(COc1ncnc2ccc(Br)cc12)NCc1ccc2c(c1)OCO2,/,1,-2,-19,-24,/,-1,/,-8.9*
CCOC(=O)c1ccc(NC(=O)CCNS(=O)(=O)c2ccc3c(c2)oc(=O)n3C)cc1,1.2,/,/,/,/,-2[fluorescence artefact?],/,4,0.034

# The listing continues.
SMILES,MT1-MMP txn act,LYP inh 2,F-actin modifier,HUVEC tox IL1B,HUVEC tox TNFa,Smad3 inh,VCAM1 TNFa inh,Calb biofilm kill,hDAT+cocaine
Cc1ccc(C2(C)NC(=O)N(CC(=O)NCCC3=CCCCC3)C2=O)cc1 (stereo unspecified),/,-6,-23,-4,-10,/,12,/,-0.2
O=C(c1ccc2nccnc2c1)N1CCN(Cc2ccc3c(c2)OCO3)CC1,1.1,-8,14,-30,-19,8,-7,-1,0.94
Cc1ccc(NC(=O)COC(=O)CCc2c[nH]c(=O)[nH]2)cc1,1,8,-12,17,19,-5,-8,1,-0.8
O=C(CN1C(=O)CCS(=O)(=O)c2ccccc21)NCc1ccc(F)cc1,1.1,8,10,8,-17,-2,-7,2,-0.49
CCCc1ccc(OCC(O)CN2CCN(c3ccccc3)CC2)cc1 (stereo unspecified),1.1,-9,6,26,-17,3,-4,3,1.3
CCC1=C/C(=C\c2ccc3c(c2)OCO3)C(=O)S1,/,-1,12,-10,-51,/,2,/,-1.1
O=C(NC12CC3CC(CC(C3)C1)C2)N1CCC(O)(c2ccc3c(c2)OCO3)CC1,1,0,17,38,-25,-6,18,6,1.2
CCOC(=O)c1cn(-c2ccc(F)c(F)c2)c2c(F)c(F)c(F)c(F)c2c1=O,/,-6,-17,3,67,/,-30,/,/
CCn1cc(Br)c(C(=O)Nc2ccc(Cl)cc2Cl)n1,1.2,-7,-22,11,13,2,34,3,-0.07
O=C(NC1CCCCC1)N1CCc2[nH]c3ccccc3c2C1,1.5,9,7,-13,-36,3,11,7,1.6
Nc1cc(=O)[nH]c(SCC(=O)Nc2cc(Cl)cc(Cl)c2)n1,1,6,-6,-13,14,-9,4,-4,-0.17
Clc1ccc(-c2nn3c(-c4ccccc4)nnc3s2)cc1,0.9,/,/,/,/,-8[fluorescence artefact?],/,6,-0.17
COC(=O)c1[nH]c2ccc(C)cc2c1NC(=O)CCN1CCN(Cc2ccc3c(c2)OCO3)CC1,1.1,0,0,-16,-29,1,10,6,0.87
COC(=O)c1cc(=O)n(CCc2ccc(OC)cc2)c(=Nc2ccc(F)c(Cl)c2)s1,/,-5,-3,10,-23,-2,23,9,1.2
O=C(NCc1cccnc1)c1cc(S(=O)(=O)N2CCCCC2)ccc1Cl,1.1,-9,6,-3,0,23[fluorescence artefact?],-6,3,1.6
Cc1cc(S(=O)(=O)NC2CCCCC2)ccc1OCC(=O)N1CCOCC1,1.1,2,/,-16,-22,-10,2,8,0.046
